Bioassay records: PubChem BioAssay, The Scripps Research Institute Molecular Screening Center
DDE Tn7 FP inh: DD(E)-Tn7 binding inhibition, primary FP screen; FP displacement of FITC-Tn7 peptide from fibrin DD(E); 0% = median of compound wells per plate; inhibition, % at 8.3 µM; actives 0.13% (n = 370,000); AID 720508;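 active = inhibition above the mean of compounds falling within the control limits plus 3 SD of them, cut at about 14% in these data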;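 note: 0% = plate median of compound wells and 100% = 10 µM Aha-Tn7 peptide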
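assay system = human clot-derived fibrin DD(E) complex | quantity = Fibrin-DD(E) at 2 µM final | timing = 10 min preincubation, 3 h with tracer, room temperature | signal = fluorescence polarization | measure = percent inhibition | benchmarks = high control wells with 10 µM unlabelled Aha-Tn7 peptide (full inhibition) | replicates = singlicate testing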
PLC-gamma1 inh: inhibitors of human phospholipase C gamma1; P19174; purified PLC-gamma1, fluorogenic substrate, fluorescence; inhibition, % at 12.2 µM; actives 0.84% (n = 370,000); in the data active = inhibition above about 9.5%
PLCb3 inh: PLC-beta3 (human) inhibition, primary screen | inhibition, % at 12.2 µM | AID 720704 | Purified PLC-beta3, fluorogenic substrate, fluorescence | actives 0.18% (n = 370,000) | Q01970; in the data active = inhibition above about 11%;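 note: 0% = median of compound wells on plate and 100% = full blocker control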
ADAM17 inh: ADAM17 inhibition, QFRET primary screen | P78536 | recombinant ADAM17, EDANS/DABCYL FRET peptide cleavage | inhibition, % at 6.95 µM | actives 0.83% (n = 370,000);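 active = inhibition above the mean of compounds lying between control limits plus 3 SD, set per campaign, cut at about 8.5% in these data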;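 note: 0% = DMSO-only wells as the low control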
proKLK7 act: proKLK7 (human) activation, primary screen; actives 0.9% (n = 370,000); P49862; activation, % at 7 µM; purified proKLK7, EDANS-DABCYL substrate fluorescence; 100% is mature enzyme control, 0% vehicle;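 active = activation above the mean of all tested compounds plus 3 SD, computed per campaign excluding outliers beyond control limits, cut at about 13% in these data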
Target sequence (P49862 whole entry, looked up): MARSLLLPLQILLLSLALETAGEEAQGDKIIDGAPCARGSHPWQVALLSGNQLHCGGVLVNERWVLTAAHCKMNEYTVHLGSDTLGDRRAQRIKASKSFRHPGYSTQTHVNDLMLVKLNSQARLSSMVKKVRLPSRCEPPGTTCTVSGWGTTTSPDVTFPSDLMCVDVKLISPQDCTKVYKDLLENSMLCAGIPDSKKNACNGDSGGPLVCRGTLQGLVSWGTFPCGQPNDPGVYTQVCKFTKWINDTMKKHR
UHRF1 binding: UHRF1 methyl-DNA binding inhibition; actives 0.75% (n = 370,000); inhibition, % at 4.4 µM; UHRF1 binding to methylated oligo, TR-FRET; AID 687016; in the data active = inhibition above about 21%;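 note: UHRF1 SRA domain binding a hemimethylated CpG hairpin DNA probe; 0% = median of test compound wells and 100% = reference inhibitor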
ASAP1 inh: inhibitors of human ASAP1 ArfGAP activity. actives 0.19% (n = 360,000). inhibition, % at 16.5 µM. AID 624377. Q9ULH1. ASAP1-stimulated ARF1 GTP hydrolysis, GDP FP detection; in the data active = inhibition above about 25%;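 note: 0% = vehicle with enzyme and substrate and 100% = no enzyme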
Target sequence (Q9ULH1 325-724 limits assumed): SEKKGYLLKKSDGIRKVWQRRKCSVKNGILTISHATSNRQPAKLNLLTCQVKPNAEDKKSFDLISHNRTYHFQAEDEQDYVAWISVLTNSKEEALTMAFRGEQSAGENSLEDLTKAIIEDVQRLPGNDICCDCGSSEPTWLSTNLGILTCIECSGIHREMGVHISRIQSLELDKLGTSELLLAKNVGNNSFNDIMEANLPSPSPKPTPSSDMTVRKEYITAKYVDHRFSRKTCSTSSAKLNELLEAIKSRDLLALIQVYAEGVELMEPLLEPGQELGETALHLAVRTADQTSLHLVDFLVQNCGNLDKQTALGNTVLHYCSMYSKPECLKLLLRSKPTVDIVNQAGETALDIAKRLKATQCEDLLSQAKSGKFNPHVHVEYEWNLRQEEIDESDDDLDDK
ARFGAP1 inh: inhibitors of rat ARFGAP1; Arfgap1-stimulated ARF1 GTP hydrolysis, GDP FP detection; inhibition, % at 16.5 µM; actives 0.26% (n = 360,000); AID 651572;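 active = inhibition above a per-plate limit, mean inhibition of low control wells plus 3 SD, cut at about 25% in these data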;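 note: 0% = DMSO wells with enzyme and 100% = wells lacking Arfgap1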
Target sequence (Q62848 1-136 limits assumed): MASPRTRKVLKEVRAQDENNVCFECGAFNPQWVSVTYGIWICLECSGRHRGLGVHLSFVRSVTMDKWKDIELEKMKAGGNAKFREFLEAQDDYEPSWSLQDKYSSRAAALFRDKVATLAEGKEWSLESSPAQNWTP
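Assay system: Rat Arfgap1 GAP domain (His6, aa 1-136), purified enzyme | Buffer or medium: HEPES 25 mM pH 7.5, NaCl 150 mM, MgCl2, DTT | Schedule: GTP hydrolysis reaction 2 h at 25 °C | Signal: FP of antibody-bound GDP Alexa 633 tracer, ex 620/em 688 nm | Measure: Percent inhibition of Arfgap1-stimulated GTP hydrolysis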
DDE Tn6 FP inh: inhibitors of Tn6 peptide binding to human fibrin DD(E); P02675; Fibrin DD(E) TRITC-Tn6 fluorescence polarization displacement; actives 0.21% (n = 370,000); inhibition, % at 8.3 µM; AID 720509;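 active = inhibition above a per-campaign cutoff: mean of compounds within control limits plus 3 SD, cut at about 15% in these data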;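 note: 0% = median of all compound wells on the plate and 100% = blocking peptide control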
MBD2 DNA inh: blocks human MBD2 binding to methylated DNA. TR-FRET, MBD2 binding to methylated oligonucleotide. Q9UBB5. inhibition, % at 4.4 µM. actives 0.31% (n = 370,000); in the data active = inhibition above about 13%
The depositor's hits bear a star.

SMILES	DDE Tn7 FP inh	PLC-gamma1 inh	PLCb3 inh	ADAM17 inh	proKLK7 act	UHRF1 binding	ASAP1 inh	ARFGAP1 inh	DDE Tn6 FP inh	MBD2 DNA inh
COC(=O)CN1C(=O)C(O)(CC(=O)c2ccccc2)c2ccccc21 (configuration not stated)	-9	-2	0	-5	0.1	2	7	4	7	-3
COc1cc(OC)cc(C(=O)N2CCN=C2SCc2cccnc2)c1	-3	-1	5	3	0.3	3	7	-11	2	-3
C=CCO/N=C(/C)c1ccc(Oc2cnccn2)cc1	3	-1	0	-1	0.0	0	6	12	0	-2
CCc1ccc(-c2cc(C)no2)cc1S(=O)(=O)N1CCN(c2cccc(C)c2C)CC1	-1	0	2	-3	0.7	-1	2	11	-2	1
Cc1nnc(SC(C)C(=O)Nc2ccc(Cl)cc2Cl)[nH]c1=O (configuration not stated)	-1	1	-5	-3	-0.2	1	-3	-20	0	5
CCCN1CCN(C(=O)c2ccc(Sc3ccc(C)cc3)c(NC(C)=O)c2)CC1	10	-5	-11	0	0.6	3	-2	3	1	0
CCOc1cc([C@@H]2C[C@H]3CN(c4ccccc4)C(=O)[C@]34CCCN24)ccc1OC	0	-2	-11	-6	0.1	6	4	-2	1	9
Cc1ccc(/C=C/C(=O)Nc2cc(=O)n(C)c(=O)n2C)o1	-4	-16	-19	-4	0.8	-2	-1	0	7	-4
Cc1nc2c(OCCC3CCCCC3)cccn2c1N(C)C(=O)CCC1CCCC1	0	-2	-8	-2	0.2	0	-6	-15	1	-6
Cc1ccc(N2C(=O)Nc3ccc(Br)cc3C2(O)C(=O)NCCN(C)C)cc1C (configuration not stated)	-5	-2	-8	-5	-0.6	-4	12	0	-1	0
COCCCNC(=S)Nc1ccc(C)cc1[N+](=O)[O-]	-3	0	-6	-8	0.1	0	7	16	-13	6
Cc1ccc(Nc2nc(N)nc(CCl)n2)c(C)c1	9	0	-7	-4	-0.7	1	4	9	-3	0
Nn1cc(-c2ccccc2)nc1SCC(=O)NCCc1ccccc1	-2	-2	-10	-4	-0.6	3	4	-5	-4	2
Nc1c(C(=O)O)sc2nc(-c3ccccc3)c3c(c12)CCCC3	11	-22	-35	-3	-1.0	2	-9	2	-4	4
O=C1CC(c2ccc(S(=O)(=O)NCCOc3ccccc3)cc2)CN1 (configuration not stated)	-1	0	-2	-4	-0.3	-1	-2	3	2	-9
CCc1nc2ccc(C(=O)NCCNC(C)=O)cn2c1N(CC)CCOC	5	0	2	-3	-0.3	-2	3	-6	10	3
Cc1nc(SCC(=O)Nc2ccc(F)cc2)c2oc3ccccc3c2n1	-3	0	3	-1	-0.1	1	13	-2	-1	0
CCCCC(=O)Nc1ccc(Cl)cn1	-2	-1	-1	-6	0.2	1	9	13	1	6
C/C=C/C=C/C(=O)N1CC[C@]23c4ccccc4N[C@H]4N(C)c5cccc6c5[C@]42CCN([C@H]6C2OC2(C)C)[C@H]13 (some centres not stated)	-6	2	3	0	-0.2	1	4	-3	7	-6
O=C(Cn1ncc2c([nH]c3ccccc32)c1=O)NCC1CCN(Cc2ccc(F)cc2)CC1	-8	0	-4	1	0.2	-1	2	-9	10	-7
CCOc1ccc(-c2nnc(NC3=NCCCCC3)o2)cc1	3	-3	1	-6	-1.1	1	1	-7	-2	0
c1cc2c3c(cccc3c1)NC1(CCCCCC1)N2	3	-14	-23	-2	-0.8	-6	3	10	-12	-3
COCCNC(=O)CSc1nc2cc(OC)c(OC)cc2c(=O)n1CCC1=CCCCC1	0	-2	0	-2	-0.5	-3	6	-6	-13	3
CN1CCN(CCCOc2ccc(-c3ccccc3)cc2)CC1	9	1	-4	-2	0.2	-1	0	4	10	0
CCOc1ccc(Cc2n[nH]c(=S)n2Cc2ccccc2)cc1	0	2	2	-2	0.7	0	10	-1	0	1
C/C=C\C=C/C(=O)Nc1cccc(C2=NOC3(C2)C[C@H](C(N)=O)N(C(=O)CC)C3)c1 (some centres not stated)	6	-3	-7	-6	-1.0	-1	-11	13	-10	-4
CN1CCN(C(=O)C[C@H]2CC[C@H]3[C@@H](COC[C@@H](O)CN3C(=O)C3CCCC3)O2)CC1	-1	-1	-1	-5	0.0	2	-7	8	2	-1
Cc1ccc2nc(SCC(=O)c3c[nH]c4ccccc34)[nH]c2c1	0	-9	-11	0	-0.5	1	3	15	-2	3
COc1ccccc1-c1nnc(SCC(=O)Nc2ccc(S(N)(=O)=O)cc2)n1C	-4	1	5	-2	-0.1	-2	2	-4	-4	-4
Cc1nnc(SCCC#N)n(CCC#N)c1=O	-2	3	2	-5	0.5	-3	0	3	5	6
Cc1ccc(C(=O)Nc2cccc(-c3nc4ncccc4o3)c2)cc1	-2	7	-6	-2	-9.3	5	-9	1	-4	4
CC(=O)Nc1ncc2c(n1)CC(c1ccco1)CC2=O (configuration not stated)	1	2	-2	-1	-0.3	-2	-13	7	2	-3
CCOc1ccccc1CNCC1CCCO1 (configuration not stated)	-4	-1	-4	-4	-0.1	0	-1	-7	-6	-3
COCCNC(=O)C1CCCN(C(=O)COc2ccc(Cl)cc2Cl)CC1 (configuration not stated)	-3	2	3	6	0.8	1	10	0	3	2
O=C(CCCc1c[nH]c2ccccc12)NCc1cccs1	1	2	-7	-3	-0.1	-3	1	3	-7	1
Cc1ccc(NC(=O)c2ccc(C)c(S(=O)(=O)N3CCOCC3)c2)nc1	-3	-2	-11	1	0.2	-1	1	-3	4	-4
O=C(Nc1cccnc1)c1ccccc1Cl	7	0	-3	-1	0.0	-3	2	-13	-4	0
COc1ccc(CNC(=O)CCn2c(=O)oc3ccccc32)cc1	7	-2	0	-1	-0.1	-1	1	-9	7	2
CC(C)c1ccccc1OCCNC(=S)NC(=O)c1cccnc1	1	-1	-8	-3	-0.2	2	-6	6	-2	9
COc1ccc(CNCC2COc3ccccc3O2)cc1 (configuration not stated)	-9	1	-2	2	-0.1	0	2	10	0	0
CC1(C)Cc2c(sc3c2C2=NCCN2C=N3)CO1	-1	-34	-49	-10	-9.3	2	6	6	-9	-3
O=C(O)c1cnnc2ccccc12	-2	1	1	5	-0.2	2	-5	-9	2	0
c1ccc(-c2ccccc2C2Cc3nnccc3CN2)cc1 (configuration not stated)	-4	-1	-5	-1	0.0	-2	0	-8	4	3
COc1cc(/C=C2\SC(=S)N(CCC(=O)Nc3ccc(O)cc3)C2=O)cc(OC)c1OC	8	-8	-9	-2	-0.8	0	-17	-6	-1	-1
O=C(Cn1nc(-c2ccc(F)cc2)ccc1=O)Nc1ccc2c(c1)OCCO2	2	1	-9	0	-0.4	-1	-7	7	1	1
CCCc1cc(=O)[nH]c(SCc2ccc(Cl)cc2)n1	-12	0	0	3	0.4	0	-12	14	-5	-1
O=C(c1cc(Cl)nc2ccccc12)N1CCN(S(=O)(=O)c2cccc(F)c2)CC1	4	-2	-11	-9	-0.2	4	0	-14	-2	5
Cc1cn2c(N)c(C=C3C=C(Cl)C(=O)C(Cl)=C3)c(=O)nc2s1	1	-18	-20	-9	0.4	-5	0	-19	-8	2
C/C(=N\OC(=O)NC1CCCCC1)c1sc(-c2ccccc2)nc1C	7	0	-1	3	-1.1	4	5	2	-1	0
CCC1CCCCN1Cc1ccc(OC)c(C)c1 (configuration not stated)	-2	-3	7	-4	0.5	1	-1	10	1	5
COc1ccc(-c2csc(N(CCCN3CCOCC3)C(=O)CCl)n2)cc1	-1	-1	-5	-3	1.1	-4	11	6	-9	-5
Cc1noc(C)c1S(=O)(=O)N1Cc2ccccc2CC1C(=O)N(C)C (configuration not stated)	4	0	-11	-3	-0.3	3	-4	-1	-3	-4
O=C(NCCc1c[nH]c2ccccc12)C1Cc2ccccc2CN1C(=O)c1ccco1 (configuration not stated)	12	2	-2	-6	-0.8	-1	1	3	5	3
COc1ccc(Br)cc1/C(C)=N/NC1=NCCN1	-6	0	1	-3	-0.1	0	8	-12	5	0
